Screens deposited in PubChem by several laboratories.
Autophagy HCS: alters autophagy in cells; calls only at 10 µM (by protocol); 190,000 tested, 0.98% active; MEF GFP-LC3 puncta imaging; test concentration mostly 10 µM;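 active = percentage of spot-positive cells more than 3 SD above its plate mean, without a fluorescence outlier flag or 80% toxicity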;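 note: spot-positive cell cutoff set from DMSO-treated cells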
Lipid droplet: modulators of hepatic lipid droplet formation | AML12 mouse hepatocytes, oleate lipid droplets, BODIPY imaging | inhibition, % at 6.5 µM | 240,000 tested, 0.4% active | AID 1656;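 active = lipid droplet intensity inhibited by at least 50%, with more than 500 cells counted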
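Technique: fluorescence imaging, 20x objective, two fields per well / Assay system: AML12 hepatocytes (mouse) / Measure: % inhibition of lipid droplet signal / Doses: 6.5 µM single-point dosing / Incubation: overnight exposure / Reagent: 100 µM oleic acid challenge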
Dynein transport: blocks dynein driven cargo transport along microtubules; z-score, hits read low; 220,000 tested, 0.47% active; AID 1381; 3617.4 mouse cells, GR-EGFP nuclear translocation imaging; test concentration mostly 20 µM; stimulated with dexamethasone, 1 µM; hits give low values;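 active = plate z-score of nuclear minus cytoplasmic receptor signal below a set negative limit, without overly bright fluorescence or cell loss, cut at about -3.5 in these data, passing the limit was not always enough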;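 note: z-score of nuclear minus cytoplasmic ring GR-EGFP intensity difference per well; some compounds called inactive have numbers as strong as hits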
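Also added: dexamethasone, 1.0 µM final. Medium: tet-free, stripped-serum medium. Detection: fixed, Hoechst-stained cells imaged at 10x for EGFP. Read-out: nuclear-to-cytoplasmic GR-EGFP distribution per well. Times: induction 48 h, compound 1 h, agonist 30 min.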
Insulin prom up: MIN6 insulin promoter up-regulation; MIN6 insulin promoter-GFP reporter, high-content imaging; hits give high values; z-score at 5 µM; 190,000 tested, 0.3% active; AID 1625;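 active = z-score above 3 at 5 µM with at least 500 cells counted in the well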
bCat nuc transl: modulators of beta-catenin nuclear translocation; nuclear translocation activity, % at 5 µM; 190,000 tested, 0.3% active; AID 1665; HeLa beta-catenin nuclear translocation, immunofluorescence imaging;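 active = nuclear translocation activity above 50% at 5 µM, with a well cell count of 50 or more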;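 note: per-cell ratio of nuclear to cytoplasmic median beta-catenin stain intensity; plate controls were DMSO negative control for no effect and GSK-3 inhibitor IX positive control for full effect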
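Test system: human HeLa cell line; Doses: 5 µM primary, 0.02–20 µM confirmation; Incubation: 24 h compound exposure, 37°C; Detection: beta-catenin immunofluorescence imaging with DAPI; Read-out: beta-catenin nuclear/cytoplasmic ratio, % activation.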
MT stabilizer: microtubule stabilizers in HeLa cells. 200,000 tested, 0.83% active. HeLa tubulin immunostaining HCS, 24 h; share of cells brighter than vehicle mean+2SD. % tubulin-high responders, % at 10 µM;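 active = plate Z-score above 3 for both tubulin-high and condensed-nucleus cell shares, with cell loss under 80%, at 10 µM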;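 note: anti alpha tubulin signal scored within the nucleus-defined area of each cell; some results filed as inactive read as strong as hits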
ER stress rescue: protection against thapsigargin-triggered cell killing – 384-well, CSM14.1, ATP luminescence, primary screen (AID 1222); 190,000 tested, under 10 active; cellular ATP content (survival), % at 20 µM; hits with a dose series show EC50 in µM; CSM14.1 thapsigargin-induced death rescue, ATP luminescence; higher % means a stronger effect;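 active = EC50 below 50 µM in the dose-response confirmation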;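 note: death triggered by thapsigargin at about 15 µM added after 2 h compound pretreatment; cell ATP read after overnight thapsigargin exposure of roughly 18 to 22 hours; normalized against plate controls of thapsigargin alone and 5% DMSO vehicle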
T cell modulator: T cell immune modulation candidate; calls only at 7 µM; 2C CD8+ T cell-vesicle binding, flow cytometry; hits give low values; AID 2052; 330,000 tested, 0.068% active;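 active = response, share of CD8 T cells binding vesicles, and their 90th percentile fluorescence all below set limits, cut at about 80% in these data, passing the limit was not always enough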
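Assay system: 2C TCR transgenic mouse naive CD8+ T cells, MACS-purified | Read-out: CD8+ gate FL2 mean fluorescence as % of same-row positive control | Signal: High-throughput flow cytometry with anti-B7-1 and anti-CD8 staining | Timing: Binding step 1.5 h, 37 °C, antibody labelling 20 min, ice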
PhoP inhibition: PhoP-dependent GFP reporter repression – Salmonella Typhimurium, primary screen (AID 1863); S. Typhimurium PhoP-regulated promoter GFP reporter, 4 h; higher % means a stronger effect; 300,000 tested, 0.16% active; one-dose inhibition, % at 50 µM; IC50 in µM for titrated hits;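 active = inhibition over 29.93%, a cutoff 3 SD above the screen mean, later confirmed by dose response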;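 note: 0% = low Mg2+ inducing control and 100% = high Mg2+ repressing control; strong numbers were not always called active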
Dynein transport cytoplasmic EGFP: second read-out of Dynein transport, no call of its own (marks repeat the call); z-score; measured here: cytoplasmic GR-EGFP intensity; hits give high values
Dynein transport nuclear GR-EGFP: also measured in Dynein transport; calls as there; z-score; measured here: nuclear GR-EGFP intensity;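 lower value marks the stronger effect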
Dynein transport cell count: second read-out of Dynein transport, no call of its own (marks repeat the call); z-score; measured here: cell count per field
Insulin prom up cell count: also measured in Insulin prom up; calls as there; cell count; measured here: cytotoxicity, nuclei count;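 total cells summed across four imaged fields per well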
Lipid droplet cells 6.5 µM: further read-out of Lipid droplet, marked with its call; cell count; measured here: cell count, cytotoxicity flag;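 cells counted across two imaged fields per well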
bCat nuc transl cell count 5 µM: further read-out of bCat nuc transl, marked with its call; cell count; measured here: cell count, cytotoxicity flag
T cell modulator vesicle-bound %: second read-out of T cell modulator, no call of its own (marks repeat the call); double positive events, %; measured here: CD8+ vesicle-bound cell fraction;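 binding gate set so that unloaded-vesicle control wells show 10% double positive cells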
MT stabilizer Hoechst-high %: recorded beside MT stabilizer, whose call it bears; % Hoechst-high responders; measured here: nuclear condensation Hoechst responders;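 share of cells brighter than vehicle mean plus two SD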
MT stabilizer cytotoxicity %: second read-out of MT stabilizer, no call of its own (marks repeat the call); toxicity, %; measured here: cytotoxicity by cell density;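 0% = mean cell density of plate MIN control wells and 100% = no cells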
Autophagy HCS cell loss 18 h: further read-out of Autophagy HCS, marked with its call; toxicity, %; measured here: cell loss, nuclei count;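 cell loss after 18 h compound exposure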
* marks the source's active call; other numbers are inactive results; i = inactive; / = not tested or not shown.

structure,Autophagy HCS,Autophagy HCS cell loss 18 h,Lipid droplet,Lipid droplet cells 6.5 µM,Dynein transport,Dynein transport cytoplasmic EGFP,Dynein transport nuclear GR-EGFP,Dynein transport cell count,Insulin prom up,Insulin prom up cell count,bCat nuc transl,bCat nuc transl cell count 5 µM,MT stabilizer,MT stabilizer Hoechst-high %,MT stabilizer cytotoxicity %,ER stress rescue,T cell modulator,T cell modulator vesicle-bound %,PhoP inhibition
Cc1ccc(/C=c2/sc3nnc(-c4ccccc4Cl)n3c2=O)o1,i,-7,/,/,-3.2,0.22,-1.7,0.82,0.31,1151,-0.7,824,2.9,2.6,7.6,1.4%,i,24,-18%
CN(Cc1ccccc1)C(=O)C1CCC(CNS(=O)(=O)c2cccc3cccnc23)CC1 (stereo unspecified),/,/,5,734,-0.084,-0.24,0.37,-0.024,-0.65,1159,0.7,1277,/,/,/,/,i,24,1%
NS(=O)(=O)c1ccc(Nc2nc(-c3ccccc3)cs2)cc1,i,0,24,816,-0.92,-0.25,-0.054,0.31,0.11,871,/,/,1.3,1.5,5.4,-0.5%,i,45,2%
CCCCc1nc2ccccc2c(=O)n1NC(=O)c1c(O)c2ccccc2n(C)c1=O,i,4,-1,722,-0.016,-0.0076,0.087,0.46,-1.2,1486,1.3,1444,3.3,2.1,0.2,0.4%,i,59,10%
O=C(O)CCC(=O)NC1CCCCC1,i,4,5,784,-0.23,-0.28,-0.31,0.57,/,/,/,/,1.4,1.8,7.8,-1.1%,i,53,-2%
Cc1cc(=O)n2c(c1C#N)SC1CCCCC12O (stereo unspecified),i,48,/,/,1.1,-0.22,0.16,-0.24,0.3,1177,-0.2,1144,1.7,1.5,6.3,-1.2%,i,46,6%
Cc1cccc2c1N(C(=O)c1ccco1)C(C)(C)c1ssc(=S)c1-2,i,-8,/,/,-0.12,-0.2,-0.082,0.4,-0.17,1556,-0.5,1321,2.3,1.3,6.0,-0.3%,i,41,-7%
Cc1cccc(C(=O)N2CCCCCC2)c1,i,-7,8,774,-0.42,-0.14,-0.021,0.32,-0.51,1020,/,/,1.4,2.1,6.4,-0.8%,i,27,12%
CC(C)CNC(=O)COC(=O)/C=C/c1ccco1,i,-1,5,635,-0.3,0.17,-0.11,0.69,-1.2,1413,/,/,1.7,3.8,4.2,-2.4%,i,22,-10%
O=C(CSc1nnnn1-c1ccccc1)CSc1nnnn1-c1ccccc1,i,1,20,708,-0.3,0.24,0.17,0.71,-0.11,1955,1.4,1034,5.4,3.3,8.9,-1.9%,i,24,14%
COc1ccc(CC(=O)c2cc(OC)c(OC)cc2CC(=O)O)cc1OC,i,7,/,/,-0.88,0.8,-0.14,1.2,-0.51,1625,-8.8,995,1.0,1.4,7.3,1.9%,i,42,-4%
Cc1cc(C)n(/N=C/c2ccccc2)c(=O)c1C#N,i,-36,11,798,0.52,-0.26,0.5,-0.058,0.04,881,-3.4,1079,4.1,2.2,8.0,-2.8%,i,32,6%
CCN(CC)Cc1ccccc1Sc1ccccc1,i,20,31,607,-0.33,-0.27,-0.017,0.74,-0.28,1322,-3.0,590,2.8,2.1,0.9,-3.2%,i,47,14%
CC(=O)NC1=NN(C(C)=O)C(C)(c2cccs2)S1 (stereo unspecified),i,45,/,/,-0.83,0.28,-0.27,1.1,-0.3,895,1.6,504,39*,6.6*,37*,-3.1%,i,4,4%
CCN(CC)CCC(c1ccc(N(C)C)cc1)c1c(O)cc(OC)cc1OC (stereo unspecified),/,/,15,714,0.78,-0.8,0.37,-0.23,/,/,-1.5,1148,/,/,/,/,i,16,2%
CCC(Oc1ccccc1)C(=O)NC1C(=O)N2C1SC(C)(C)C2C(=O)O (stereo unspecified),i,-11,2,720,-0.28,-0.31,-0.62,0.71,-1.3,1540,-0.3,1557,3.9,1.1,2.7,-0.1%,i,55,8%
O=C(CSc1n[nH]c(-c2cccs2)n1)NCc1ccc2c(c1)OCO2,i,3,14,779,0.62,-0.24,0.15,-0.041,/,/,/,/,5.2,2.0,7.0,-0.7%,i,39,8%
O=C1CCC(Cc2ccccc2)N1 (stereo unspecified),i,-10,17,694,0.2,-0.2,0.38,-0.071,1.6,1548,/,/,2.3,0.9,0.4,/,i,35,4%
Cc1cc(NC(=O)CSc2nnnn2C2CCCC2)no1,i,3,-8,688,0.7,-0.2,0.37,0.25,0.42,1324,0.5,1149,1.5,1.1,3.8,-4.0%,i,11,-7%
Cc1ccc(S(=O)(=O)NC(=O)Nc2ccc(OC(F)F)cc2)cc1,/,/,-11,697,-0.41,-0.22,-0.29,0.85,0.03,1189,0.1,1353,/,/,/,/,i,26,-5%
CC(C)COc1ccc(C(=O)Nc2scc(-c3ccc(Cl)cc3Cl)c2C(N)=O)cc1,i,11,/,/,-0.55,-0.17,-0.35,0.25,-0.71,1508,2.5,1368,1.4,1.5,9.8,1.1%,i,43,-7%
Nc1ccccc1SCC(=O)Nc1nc(-c2ccccc2)cs1,i,0,8,737,-0.1,-0.2,-0.36,0.41,-0.47,1513,5.9,1243,5.8,1.9,5.1,-0.5%,i,30,0%
CCO[C@@H]1OC(C(=O)N2CCOCC2)=C[C@H](C2CC2)[C@H]1CCCO,i,4,-2,673,2,-0.22,1.3,-1.6,-0.04,1249,-3.4,1159,3.6,1.5,4.6,-1.9%,/,/,-9%
Cc1ccc2c(n1)sc1c(-c3ccccc3)c(C#N)c(N)nc12,i,-5,/,/,-0.38,-0.15,-0.33,0.22,-0.16,1370,-2.8,1446,1.1,1.5,10,-1.4%,i,44,-3%
CC(C)NC(=O)c1nn(C)c2ccccc12,i,-11,1,592,0.16,-0.19,0.48,-0.91,0.51,1328,-0.6,986,0.9,1.5,9.7,-0.9%,i,30,0%
Cc1cccnc1NC(=S)Nc1ncccc1C,/,/,-4,849,-0.45,-0.28,-0.27,0.32,-0.13,1470,-3.1,1200,/,/,/,/,i,33,-8%
COc1ccc(NC(=O)CSc2ccc(NC(C)=O)cc2)cc1S(=O)(=O)N1CCCCC1,i,4,0,619,-0.25,-0.27,0.62,0.31,/,/,1.7,902,2.3,2.1,8.4,-3.9%,i,53,9%
CCc1ccc2nc(NC(=O)Cn3cnc4ccccc4c3=O)sc2c1,i,-3,-11,639,0.82,-0.23,0.13,0.011,/,/,-0.2,1499,1.3,2.1,5.4,0.5%,i,33,7%
Cc1ccc(Sc2ccc(CN3CCCC3)cc2[N+](=O)[O-])cc1,i,-36,-21,680,0.17,-0.21,0.2,-0.3,0.11,1357,2.0,898,3.1,2.5,5.9,-3.5%,i,15,4%
CSC1=N/C(=C\c2ccccc2F)C(=O)S1,i,1,/,/,0.68,-0.13,0.47,-0.33,0.59,1326,0.5,1222,3.0,3.0,5.3,1.6%,i,64,-4%
Cc1nn(CC(=O)NCCc2ccc(Cl)cc2)c(C)c1[N+](=O)[O-],i,18,/,/,-0.55,-0.1,0.34,1.1,-0.18,1470,-1.3,1371,3.0,1.6,6.2,-1.2%,i,10,-4%
Cc1nc(N)sc1C(=O)N/N=C/c1ccccc1[N+](=O)[O-],i,-14,16,693,4.4,-0.059,2.8,-2.1,1.6,1113,0.7,1044,3.4,3.4,14,-0.3%,i,55,9%
CN(C)CCNC(=O)C(C(=O)c1ccccc1)n1ccccc1=O (stereo unspecified),i,3,2,795,-0.38,-0.37,-0.28,1.4,-0.15,1212,-6.3,1260,2.7,2.8,4.4,2.6%,i,52,-18%
COc1cc(OC)c(C2=NOC(C(=O)Nc3c(C)nn(CC(=O)N4CCCC4)c3C)C2)cc1Cl (stereo unspecified),i,-3,-22,674,-0.46,-0.23,-0.16,0.46,-0.28,1249,0.6,1207,4.1,2.5,6.8,-3.2%,i,17,-1%
CS(=O)(=O)c1nc(-c2ccco2)cc(C(F)(F)F)n1,i,-6,/,/,-2.6,3.7,-1.3,-1.6,0.71,1433,-2.8,926,7.8,2.0,5.4,-0.2%,i,19,-3%

Two entries picked at random from those above:
structure,Autophagy HCS,Autophagy HCS cell loss 18 h,Lipid droplet,Lipid droplet cells 6.5 µM,Dynein transport,Dynein transport cytoplasmic EGFP,Dynein transport nuclear GR-EGFP,Dynein transport cell count,Insulin prom up,Insulin prom up cell count,bCat nuc transl,bCat nuc transl cell count 5 µM,MT stabilizer,MT stabilizer Hoechst-high %,MT stabilizer cytotoxicity %,ER stress rescue,T cell modulator,T cell modulator vesicle-bound %,PhoP inhibition
CCc1ccc2nc(NC(=O)Cn3cnc4ccccc4c3=O)sc2c1,i,-3,-11,639,0.82,-0.23,0.13,0.011,/,/,-0.2,1499,1.3,2.1,5.4,0.5%,i,33,7%
CN(Cc1ccccc1)C(=O)C1CCC(CNS(=O)(=O)c2cccc3cccnc23)CC1 (stereo unspecified),/,/,5,734,-0.084,-0.24,0.37,-0.024,-0.65,1159,0.7,1277,/,/,/,/,i,24,1%

This is a random part of the collection; about 3% have a hit in one of these screens.
